Assay outcomes from PubChem.
IL1B cytotox: HUVEC cytotoxicity counter-screen, IL-1B stimulated. HUVEC cell count loss, Hoechst imaging. 94,000 tested, 0.41% active. AID 845. cell count reduction, % at 2 µM;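 active = cell count reduction more than 3 SD above the screen-wide mean, cut at about 70% in these data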;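 also: normalized per plate to untreated control cells as the no-loss baseline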
DAT uptake mod: changed human dopamine transporter uptake under cocaine IC80; B-score at 10 µM; 110,000 tested, 1.3% active; LLC-PK1 hDAT cells, [14C]-dopamine uptake with cocaine IC80; actives deviate in either direction; Q01959;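 active = Z score or B-score, a plate-position-corrected score, falls beyond the plate's 99.7% confidence bounds, in either direction; inactive = both scores lie inside the 99.7% bounds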;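 also: scored against the spread of the other compound wells on the same plate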
CYP2C9 activ: CYP2C9 (human) activation; recombinant CYP2C9, luciferin-H conversion, luminescence; active compounds read high; factor 1 = untreated enzyme, 0 = blocked; activation factor at 5 µM; 96,000 tested, 1.4% active; AID 1024;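 active = activation factor of 2 or more for CYP2C9 at a 5 µM dose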;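 also: 0 = sulfaphenazole-blocked wells and 1 = vehicle-only wells; values of inactives mirror those of a sister screen read the other way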
Target sequence (P11712 whole entry, looked up): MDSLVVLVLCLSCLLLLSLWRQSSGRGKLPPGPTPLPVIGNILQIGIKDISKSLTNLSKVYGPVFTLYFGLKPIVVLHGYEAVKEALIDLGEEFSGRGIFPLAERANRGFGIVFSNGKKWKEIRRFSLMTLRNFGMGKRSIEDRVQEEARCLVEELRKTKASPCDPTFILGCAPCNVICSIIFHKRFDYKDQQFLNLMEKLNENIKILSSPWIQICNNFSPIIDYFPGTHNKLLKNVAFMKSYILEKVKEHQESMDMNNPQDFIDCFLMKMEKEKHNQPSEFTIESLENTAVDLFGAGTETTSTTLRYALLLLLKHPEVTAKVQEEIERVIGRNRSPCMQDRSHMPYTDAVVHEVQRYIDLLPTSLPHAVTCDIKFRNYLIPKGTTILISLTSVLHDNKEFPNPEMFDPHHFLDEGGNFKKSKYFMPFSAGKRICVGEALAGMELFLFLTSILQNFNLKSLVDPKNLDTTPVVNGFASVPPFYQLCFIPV
HUVEC tox TNFa: HUVEC cytotoxicity counter-screen, TNF alpha stimulated | HUVEC TNFalpha-stimulated, Hoechst cell count, imaging | cell count reduction, % at 2 µM | 93,000 tested, 0.17% active | AID 848;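 active = cell count reduction exceeding the screen mean by over 5 SD, scaled to untreated wells per plate, cut at about 78% in these data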;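 also: cells counted after 24 h of TNF alpha exposure following the 1 h pretreatment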
VCAM1 TNFa inh: reduces TNF alpha induced VCAM1 expression in HUVEC. HUVEC TNFa-induced VCAM-1 immunofluorescence, high-content imaging. inhibition, % at 2 µM. 95,000 tested, 0.48% active. AID 802;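 active = inhibition above the batch mean plus 3 SD, with images confirmed as a hit by eye, cut at about 37% in these data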;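 also: 0% = TNF-stimulated DMSO wells and 100% = unstimulated control wells; not every result past the cut was called active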
CYP2C19 inhib: blocks human cytochrome P450 2C19. inhibition, % at 5 µM. 96,000 tested, 21% active. CYP2C19 Supersomes, luciferin-H EGE luminescence, 30 min. P33261;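 active = CYP2C19 inhibition above a set limit at 5 µM in the primary screen, cut at about 50% in these data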;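 also: plate controls were negative control wells for no effect and 2.5 mM tranylcypromine positive control for full effect; values of inactives mirror those of a sister screen read the other way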
Target sequence (P33261 whole entry, looked up): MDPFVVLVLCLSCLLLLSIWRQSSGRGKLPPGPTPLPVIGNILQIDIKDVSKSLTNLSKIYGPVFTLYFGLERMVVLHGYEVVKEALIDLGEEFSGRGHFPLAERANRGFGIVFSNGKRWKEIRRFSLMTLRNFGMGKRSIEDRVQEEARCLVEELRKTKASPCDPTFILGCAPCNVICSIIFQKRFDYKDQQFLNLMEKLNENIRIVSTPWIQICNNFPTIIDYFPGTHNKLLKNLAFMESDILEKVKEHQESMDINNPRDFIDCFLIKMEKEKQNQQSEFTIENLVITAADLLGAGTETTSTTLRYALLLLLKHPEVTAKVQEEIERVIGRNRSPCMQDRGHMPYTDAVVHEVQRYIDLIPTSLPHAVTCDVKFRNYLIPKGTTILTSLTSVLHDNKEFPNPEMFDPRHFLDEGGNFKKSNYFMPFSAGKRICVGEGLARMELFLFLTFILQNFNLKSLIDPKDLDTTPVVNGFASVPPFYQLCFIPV
Candida biofilm: kills Candida albicans biofilms | C. albicans biofilm + clotrimazole, Alamar Blue | inhibition, % at 6 µM | 85,000 tested, 0.14% active | AID 834;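 active = inhibition above 20%; inactive = inhibition below 20%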;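 also: preformed 24 hr biofilms exposed to compound for 48 hr; 0% = biofilm without compound and 100% = blank killed by clotrimazole plus chlorhexidine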
CYP2C9 inh: inhibitors of human CYP2C9; P11712; CYP2C9 Supersomes, luciferin-H conversion, luminescence; inhibition, % at 5 µM; 96,000 tested, 20% active; AID 777;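 active = blocking of liver enzyme CYP2C9 beyond about 50% at 5 µM, limit read from the data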; also: values of inactives mirror those of a sister screen read the other way
CYP2C19 activ: cytochrome P450 2C19 (human) activation | P33261 | recombinant CYP2C19, luciferin-H EGE luminescence; active compounds read high; 0 = fully inhibited enzyme, 1 = untreated enzyme | activation factor at 5 µM | 96,000 tested, under 10 active | AID 1025;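 active = activation factor of at least 2 at 5 µM in the primary screen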;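 also: 0 = wells with 2.5 mM tranylcypromine and 1 = vehicle-only wells; values of inactives mirror those of a sister screen read the other way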
* hit, by the source's call.

For CC1Cc2ccccc2N1CC(=O)Nc1ccc2c(c1)OCO2 (stereo unspecified) the results were IL1B cytotox 22, DAT uptake mod -0.053, CYP2C9 activ 1, HUVEC tox TNFa 2, VCAM1 TNFa inh 20, CYP2C19 inhib 31, CYP2C9 inh 4 and CYP2C19 activ 0.7.
`COc1cccc(NC(=O)C2CCCN2C(=O)Nc2cccc(F)c2)c1` (stereo unspecified) gave IL1B cytotox 8, DAT uptake mod 0.36, HUVEC tox TNFa 23, VCAM1 TNFa inh -1 and Candida biofilm 7.
c1cncc(-c2nnc(SCc3cccc4ccccc34)o2)c1 was read as IL1B cytotox 0, CYP2C9 activ 1.4, HUVEC tox TNFa -26, VCAM1 TNFa inh -3, CYP2C19 inhib 46, Candida biofilm 8, CYP2C9 inh -39 and CYP2C19 activ 0.5.
For CN(CCC#N)C(=O)CSc1ncnc2sc(-c3ccccc3)cc12 the results were IL1B cytotox -2, DAT uptake mod 1.6, CYP2C9 activ 0.5, HUVEC tox TNFa 5, VCAM1 TNFa inh -29, CYP2C19 inhib 40, Candida biofilm 11, CYP2C9 inh 50* and CYP2C19 activ 0.6.
For COc1ccc(NC(=O)C2CC(=O)NC3=C2C(=O)CC(C)(C)C3)cc1 (stereo unspecified) the results were IL1B cytotox -7, DAT uptake mod 0.01, CYP2C9 activ 1.1, HUVEC tox TNFa 5, VCAM1 TNFa inh -1, CYP2C19 inhib -7, Candida biofilm 5, CYP2C9 inh -6 and CYP2C19 activ 1.1.
Screening N#C/C(=C\c1cccs1)Sc1nc2ccccc2s1 returned IL1B cytotox -10, DAT uptake mod 0.0077, CYP2C9 activ 0.5, HUVEC tox TNFa -12, VCAM1 TNFa inh -10, CYP2C19 inhib 96*, Candida biofilm 3, CYP2C9 inh 50 and CYP2C19 activ 0.
Screening CCOC(=O)c1ccc(NC(=O)Oc2ccccc2)cc1 returned DAT uptake mod -0.56, CYP2C9 activ 0.9, CYP2C19 inhib 20, Candida biofilm 6, CYP2C9 inh 10 and CYP2C19 activ 0.8.
CCC(C)C(=O)Nc1c2c(nc3c1CCC3)CCCC2 (stereo unspecified) was read as IL1B cytotox -18, DAT uptake mod -0.014, CYP2C9 activ 0.9, HUVEC tox TNFa -30, VCAM1 TNFa inh 6, CYP2C19 inhib -8, Candida biofilm 8, CYP2C9 inh 8 and CYP2C19 activ 1.1.
`CCOC(=O)C1CCN(C(=O)Cc2c(C(=O)O)n(C)c3ccccc23)CC1` gave IL1B cytotox 2, DAT uptake mod -0.17, CYP2C9 activ 0.9, HUVEC tox TNFa -7, VCAM1 TNFa inh 8, CYP2C19 inhib 13, Candida biofilm -6, CYP2C9 inh 10 and CYP2C19 activ 0.9.
`c1csc(-c2noc(COc3ccc4c(c3)CCCC4)n2)c1` gave IL1B cytotox -26, DAT uptake mod -1.7, CYP2C9 activ 0.9, HUVEC tox TNFa -8, VCAM1 TNFa inh 16, CYP2C19 inhib 10, Candida biofilm 3, CYP2C9 inh 12 and CYP2C19 activ 0.9.
Screening O=C(NCCNC(=O)c1ccco1)c1cccc(F)c1 returned DAT uptake mod -0.41, CYP2C9 activ 1, CYP2C19 inhib -4, Candida biofilm 10, CYP2C9 inh 3 and CYP2C19 activ 1.
COCCNC(=O)c1cc2c(-c3ccc(Cl)cc3)nn(C)c2s1 was read as IL1B cytotox 1, DAT uptake mod 0.29, CYP2C9 activ 0.9, HUVEC tox TNFa -7, VCAM1 TNFa inh 17, CYP2C19 inhib 20, Candida biofilm -4, CYP2C9 inh 9 and CYP2C19 activ 0.8.
`O=C(NCc1n[nH]c(=S)n1-c1ccc(F)cc1)c1ccc(S(=O)(=O)N2CCCC2)cc1` gave IL1B cytotox 15, DAT uptake mod -1.3, CYP2C9 activ 1, HUVEC tox TNFa -10, VCAM1 TNFa inh 9, CYP2C19 inhib 3, Candida biofilm 1, CYP2C9 inh 3 and CYP2C19 activ 1.
For O=C(Cc1ccccc1)Nc1nonc1NC(=O)c1ccccc1 the results were IL1B cytotox 4, DAT uptake mod -0.21, CYP2C9 activ 0.3, HUVEC tox TNFa 7, VCAM1 TNFa inh -19, CYP2C19 inhib 27, Candida biofilm 3, CYP2C9 inh 70* and CYP2C19 activ 0.7.
O=C(NCCCN1CCCCCC1)c1ccc2c(c1)NC(=O)C(N1CCOCC1)S2 (stereo unspecified) was read as IL1B cytotox 16, DAT uptake mod -0.18, CYP2C9 activ 1, HUVEC tox TNFa -23, VCAM1 TNFa inh 1, CYP2C19 inhib 13, Candida biofilm 2, CYP2C9 inh 3 and CYP2C19 activ 0.9.
For CN1CCc2nc(SCC(=O)Nc3cccc(F)c3)c(C#N)c(-c3cccs3)c2C1 the results were IL1B cytotox 16, DAT uptake mod 2.1, CYP2C9 activ 0, HUVEC tox TNFa -1, VCAM1 TNFa inh 8, CYP2C19 inhib 95*, CYP2C9 inh 100* and CYP2C19 activ 0.1.
Screening COc1cc2[nH]c(=S)n(C3CCCC3)c(=O)c2cc1OC returned DAT uptake mod 0.18, CYP2C9 activ 0.8, CYP2C19 inhib 14, Candida biofilm 0, CYP2C9 inh 21 and CYP2C19 activ 0.9.
COC(=O)c1[nH]c2ccccc2c1NS(=O)(=O)c1ccc(OC)cc1OC was read as IL1B cytotox -28, DAT uptake mod -0.57, CYP2C9 activ 0.3, HUVEC tox TNFa -3, VCAM1 TNFa inh 2, CYP2C19 inhib 90*, Candida biofilm -3, CYP2C9 inh 75* and CYP2C19 activ 0.1.
For Cc1c(C(=O)NCc2ccccc2)cnn1-c1ccccc1 the results were IL1B cytotox -8, DAT uptake mod -0.16, CYP2C9 activ 1, HUVEC tox TNFa 7, VCAM1 TNFa inh -10, CYP2C19 inhib 12, CYP2C9 inh -4 and CYP2C19 activ 0.9.
Cc1ccc[n+](CC(=O)Nc2ccc([N+](=O)[O-])cc2Cl)c1 was read as DAT uptake mod -0.17, CYP2C9 activ 1.1, CYP2C19 inhib 28, CYP2C9 inh -9 and CYP2C19 activ 0.7.
Screening CCOC(=O)c1ccccc1OCc1cc(/C=N/n2cncn2)ccc1OC returned IL1B cytotox -18, DAT uptake mod 1.2, HUVEC tox TNFa 0, VCAM1 TNFa inh 13 and Candida biofilm -6.
For O=C(CN1CC(=O)Oc2ccccc21)OCC(=O)c1cccc(Br)c1 the results were IL1B cytotox -2, DAT uptake mod 0.38, CYP2C9 activ 0.9, HUVEC tox TNFa -12, VCAM1 TNFa inh 4, CYP2C19 inhib 11, Candida biofilm 2, CYP2C9 inh 8 and CYP2C19 activ 0.9.
COCCn1nnnc1C(c1cccs1)N1CCN(c2ccccc2)CC1 (stereo unspecified) was read as DAT uptake mod -1.4, CYP2C9 activ 0.5, HUVEC tox TNFa -10, VCAM1 TNFa inh 13, CYP2C19 inhib 44, Candida biofilm 8, CYP2C9 inh 51* and CYP2C19 activ 0.6.
For Cc1nnc(Nc2ccc(C(=O)NCCO)cc2)c2ccccc12 the results were DAT uptake mod 0.34, CYP2C9 activ 1, CYP2C19 inhib 20, Candida biofilm 4, CYP2C9 inh 4 and CYP2C19 activ 0.8.
`CCOC(=O)Nc1sc2nc(C)cc(C)c2c1-n1cccc1` gave IL1B cytotox -6, DAT uptake mod 0.34, CYP2C9 activ 0.3, HUVEC tox TNFa -17, VCAM1 TNFa inh 14, CYP2C19 inhib 45, CYP2C9 inh 66* and CYP2C19 activ 0.5.
Cc1nc(SCC(=O)N2CC(C)OC(C)C2)nc(C)c1C (stereo unspecified) was read as IL1B cytotox -1, DAT uptake mod -0.32, CYP2C9 activ 1.1, HUVEC tox TNFa 8, VCAM1 TNFa inh 24, CYP2C19 inhib -11, Candida biofilm 7, CYP2C9 inh -10 and CYP2C19 activ 1.1.
For CCOC(=O)C1(C)NC(c2ccc(OC)cc2OC)C2C(=O)N(c3cccc(OC)c3)C(=O)C21 (stereo unspecified) the results were IL1B cytotox 11, DAT uptake mod 0.34, CYP2C9 activ 0.2, HUVEC tox TNFa -29, VCAM1 TNFa inh 8, CYP2C19 inhib 80*, Candida biofilm 7, CYP2C9 inh 83* and CYP2C19 activ 0.2.
COc1ccc(C)cc1S(=O)(=O)Nc1ccccc1C was read as IL1B cytotox -37, DAT uptake mod 0.36, CYP2C9 activ 0.4, HUVEC tox TNFa -7, VCAM1 TNFa inh 13, CYP2C19 inhib 85*, Candida biofilm 0, CYP2C9 inh 62* and CYP2C19 activ 0.1.
CCCCNC(=O)C1COc2ccccc2O1 (stereo unspecified) was read as IL1B cytotox -29, DAT uptake mod -0.14, CYP2C9 activ 0.9, HUVEC tox TNFa -54, VCAM1 TNFa inh 7, CYP2C19 inhib 56*, Candida biofilm 4, CYP2C9 inh 8 and CYP2C19 activ 0.4.
For CCN(CC)c1nc2n(c(=O)n1)CCN2CC the results were IL1B cytotox 14, DAT uptake mod -1.7, CYP2C9 activ 1.1, HUVEC tox TNFa -9, VCAM1 TNFa inh -3, CYP2C19 inhib -6, Candida biofilm 4, CYP2C9 inh -8 and CYP2C19 activ 1.1.
`O=C(NCCc1ccccc1)C(=O)NCC1(c2ccccc2)CCCC1` gave IL1B cytotox -4, DAT uptake mod -0.014, CYP2C9 activ 1, HUVEC tox TNFa 1, VCAM1 TNFa inh 8, CYP2C19 inhib -2, Candida biofilm 10, CYP2C9 inh -2 and CYP2C19 activ 1.
O=C(CNCCO)N1CCc2ccccc21 was read as IL1B cytotox 9, DAT uptake mod 0.32, CYP2C9 activ 1, HUVEC tox TNFa -19, VCAM1 TNFa inh 7, CYP2C19 inhib 4, Candida biofilm 1, CYP2C9 inh -1 and CYP2C19 activ 1.
Screening O=C(COC(=O)C1CC(=O)N(c2ccc3c(c2)OCCO3)C1)Nc1ccc2c(c1)CCC2 (stereo unspecified) returned IL1B cytotox -10, DAT uptake mod -0.28, CYP2C9 activ 0.6, HUVEC tox TNFa -41, VCAM1 TNFa inh 24, CYP2C19 inhib 41, Candida biofilm 7, CYP2C9 inh 44 and CYP2C19 activ 0.6.
Screening CC(C)OC(=O)CCNc1n[nH]c(=O)[nH]c1=O returned IL1B cytotox -6, DAT uptake mod 1.1, CYP2C9 activ 1.1, HUVEC tox TNFa -3, VCAM1 TNFa inh 2, CYP2C19 inhib 1, Candida biofilm 2, CYP2C9 inh -8 and CYP2C19 activ 1.
For COc1ccc(OC)c(-c2cc(C(=O)Nc3c(C)nn(Cc4ccc(Cl)cc4)c3C)no2)c1 the results were IL1B cytotox -2, CYP2C9 activ 0.7, HUVEC tox TNFa 7, VCAM1 TNFa inh -11, CYP2C19 inhib 37, Candida biofilm 7, CYP2C9 inh 33 and CYP2C19 activ 0.6.
CCN(CC)C(C)C(=O)NCC1(c2ccccc2)CCOCC1 (stereo unspecified) was read as IL1B cytotox 7, DAT uptake mod -0.44, HUVEC tox TNFa -6, VCAM1 TNFa inh -6 and Candida biofilm 2.
`CCOC(=O)c1cnc(-c2ccccc2)nc1N(C)C` gave IL1B cytotox 28, DAT uptake mod 0.75, CYP2C9 activ 0.8, HUVEC tox TNFa -10, VCAM1 TNFa inh 3, CYP2C19 inhib 24, Candida biofilm 4, CYP2C9 inh 19 and CYP2C19 activ 0.8.
